# S3 lipid droplet: qHTS Assay for Lipid Storage Modulators in Drosophila S3 Cells; Drosophila S3 cells, BODIPY lipid droplet fluorescence, 18-24 h; cells fed with added oleic acid; Potency in µM for hits, for the others lipid storage change, negative = inhibition, % at the top dose, mostly 46.1 µM; hit rate 0.64% among 320,000; AID 2685; active means well fitted inhibition curve with a large enough effect in the signal ratio, with a control signal flat, not every such curve was filed as active; inconclusive means small, poorly fitted or top-dose-only effect, or effect the other way, or a change in a side signal; the % refers to the signal ratio
#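 Drosophila S3 cells loaded with oleic acid (400 uM, as added) and compounds at several concentrations; lipid droplets imaged by 488-nm laser-scanning cytometry, 500–530 nm intensity and object ratio to cell channel. Percent activity normalized to 20 uM Triacsin C.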
# S3 lipid droplet cell count max: also measured in S3 lipid droplet; calls as there; cell number change, %; measured here: cell count max response;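 cells counted by Cell Tracker Red CMTPX staining in the red channel; peak over a dose series mostly up to 46.1 µM; percent activity relative to internal control wells on each plate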
# The depositor's hits bear a star; i = inactive; ? = inconclusive; nt = not tested or not shown; [ ] = another dose, or the depositor's remark. On the % scale 0 is the no-effect control and ±100 the full control effect; potency means the concentration at half of the fitted maximal effect. This is a subset; the hit share may differ from the screen's.
SMILES,S3 lipid droplet,S3 lipid droplet cell count max
Cc1ccc(C2(C)CC(C)(C)N(C(=O)CSc3nnc(C)s3)c3ccccc32)cc1 (stereo not given),?,nt
C#CCOCCOCCOCCNc1nc(N2CCN(C(=O)CCCCCCCCCCNC(=O)[C@H](CCCCN)n3cc(C)nn3)CC2)nc(N2CCN(C(=O)CCCCCCCCCCNC(=O)[C@@H]([C@H](C)O)n3cc(C)nn3)CC2)n1,?,nt
COc1ccc(NC(=S)NCCc2ccc(F)cc2)c(OC)c1,?,nt
O=S(=O)(c1ccc2nc(SCc3ccc(Cl)cc3)[nH]c2c1)N1CCOCC1,?,nt
COc1ccc2cc3cc(C(=O)N4CCN(c5ccccc5)CC4)oc3nc2c1,-14%,-2
COCCSc1nnc(NC(=O)CCS(=O)(=O)c2ccccc2)s1,?,nt
O=C(/C=C/c1ccco1)N(Cc1cccc(F)c1)C1CCS(=O)(=O)C1 (stereo not given),?,nt
COc1cccc(CC(=O)Nc2nc(C)cs2)c1,21%,nt
COc1cccc(-c2nc(-c3ccccc3)nc(N3CCN(C)CC3)c2C#N)c1,15%,-14
CCCn1c(=O)c(C(=O)NNS(=O)(=O)c2ccc(NC(=O)OC)cc2)c(O)c2ccccc21,?,nt
Cc1ccc2cc(CCNC(=O)c3ccc4c(c3)OCO4)c(=O)[nH]c2c1C,?,nt
Cc1oc(-c2cccc(Cl)c2)nc1CSCC(=O)O,?,nt
CN(C(=O)COc1ncnc2c1cnn2-c1ccccc1)C1CCCCC1,?,nt
COc1cccc(OC)c1OCCN(C)C,?,nt
O=C(O)c1cccc(NS(=O)(=O)c2ccc(NC(=O)c3ccco3)cc2)c1,?,nt

# Sorted by heavy-atom count (smallest number first): five of the compounds above.
SMILES,S3 lipid droplet,S3 lipid droplet cell count max
COc1cccc(OC)c1OCCN(C)C,?,nt
COc1cccc(CC(=O)Nc2nc(C)cs2)c1,21%,nt
O=C(/C=C/c1ccco1)N(Cc1cccc(F)c1)C1CCS(=O)(=O)C1 (stereo not given),?,nt
Cc1ccc2cc(CCNC(=O)c3ccc4c(c3)OCO4)c(=O)[nH]c2c1C,?,nt
COc1ccc2cc3cc(C(=O)N4CCN(c5ccccc5)CC4)oc3nc2c1,-14%,-2

# (cont.)
SMILES,S3 lipid droplet,S3 lipid droplet cell count max
CCOC(=O)c1c(C)c(C(=O)Nc2ccc(N(C)C)cc2)c(C)n1CC,?,nt
COc1ccc(/C=N/Nc2nc(N3CCCC3)nc(N3CCCC3)n2)c(OC)c1OC,?,nt
O=C(c1cc(S(=O)(=O)N2CCOCC2)ccc1Cl)N1CCOCC1,?,nt
O=C(Cc1cccs1)N/N=C/C(Cl)=C/c1ccccc1,?,nt
Cc1ccc(CNC(N)=S)cc1,?,nt
O=C(CN1CCCCC1)N1CCc2ccccc21,29%,6
COc1cc(C)ccc1Oc1nc(-c2ccccc2O)nc2ccccc12,?,nt
CCOC(=O)[C@@H]1[C@H]2COc3ccc(Br)cc3[C@H]2N2C(=O)N(c3ccc(Br)cc3)C(=O)[C@]12C,?,nt
Cc1cccn2c(=O)c3cc(C(=O)N4CCN(C(=O)c5ccco5)CC4)n(C)c3nc12,13%,-29
CCN(CC)S(=O)(=O)c1ccc2oc(Nc3ccc(OC)cc3OC)nc2c1,?,nt
CCOC(=O)c1cnc(-n2nc(C)cc2C)nc1NCCc1ccccc1,?,nt
Cc1ccnc(NC(=O)CCC(=O)N(CC(=O)NC(C)(C)C)C2CCCC2)c1,i,14
COc1ccccc1C(C[N+](=O)[O-])c1c[nH]c2ccccc12 (stereo not given),-9%,-17
O=C(O)CC(=O)Nc1ccc(Oc2ccc(C(F)(F)F)cn2)c(Cl)c1,?,nt
Cn1nnc2ccccc2c1=O,?,nt
CSCCCNC(=S)N1CCc2ccccc2C1,?,nt
CCOc1cccc(-c2nnc(SCC(=O)Nc3cc(OC)cc(OC)c3)n2N)c1,?,nt
CC(C)CC(NC(N)=O)C(=O)OCC(=O)N(Cc1ccccc1)Cc1ccccc1 (stereo not given),0%,nt
Cc1c(N2C(=O)CSC2c2ccc([N+](=O)[O-])cc2)c(=O)n(-c2ccccc2)n1C (stereo not given),-27%,-11
COc1cc(/C=N/NC(=O)C(C)n2nnc3ccccc32)ccc1O (stereo not given),?,nt
Cc1ccc(NC(=O)c2c(C)noc2-c2snnc2C)cc1,?,nt
Cc1ccccc1-n1c(SC/C(O)=C(\C#N)c2nc3ccccc3[nH]2)nnc1-c1ccncc1,?,nt
CCn1c2ccccc2c2cc(Nc3cc(C)nc4ncnn34)ccc21,-20%,-9
Cc1cc(C)n(CC(=O)NNC(=O)CCNC(=O)c2ccccc2Cl)n1,?,nt
Cc1ccccc1CSCCNS(C)(=O)=O,?,nt
Cc1cc(CN(C)C(=O)CC2C(=O)NCCN2Cc2ccc(-c3ccccc3)cc2)on1 (stereo not given),1%,-5
COC(=O)c1cc2ccsc2n1CC(=O)Nc1cc(C)cc(C)c1,?,nt
O=C(Nc1ccc(-c2nc3c(ccc4ccccc43)o2)cc1)c1ccco1,?,nt
Cc1ccc(NC(=O)c2cc(-c3ccco3)on2)cc1,19%,12
COc1ccc(S(=O)(=O)N2CCOCC2)cc1NC(=O)CSc1nnc2ccccn12,?,nt

# At a glance, part of the list above:
SMILES,S3 lipid droplet,S3 lipid droplet cell count max
CSCCCNC(=S)N1CCc2ccccc2C1,?,nt
CCOc1cccc(-c2nnc(SCC(=O)Nc3cc(OC)cc(OC)c3)n2N)c1,?,nt
CC(C)CC(NC(N)=O)C(=O)OCC(=O)N(Cc1ccccc1)Cc1ccccc1 (stereo not given),0%,nt
Cc1c(N2C(=O)CSC2c2ccc([N+](=O)[O-])cc2)c(=O)n(-c2ccccc2)n1C (stereo not given),-27%,-11

# Additional structures
SMILES,S3 lipid droplet,S3 lipid droplet cell count max
COc1ccc(/C=N/NC(=O)c2cc(-c3ccccc3OC)nc3ccccc23)cc1COC(C)=O,?,nt
CC(C)Oc1ccc(CSc2ncn[nH]2)cc1,8%,22
O=C(Nc1cccc(-c2cn3c(n2)SCC3)c1)c1ccc2ccccc2n1,?,nt
CC(=O)c1ccccc1NS(=O)(=O)c1ccc2c(c1)CC(=O)N2,15%,-18
O=C(CCC1(C(=O)O)CCC(=O)NC1)NCc1ccccc1 (stereo not given),-3%,2
CN(C)C(/C=C/Nc1ccccc1F)=C(C#N)C#N,-11%,-15
COc1cccc(-n2c(SCc3ccccn3)nc3c(c2=O)SCC3)c1,6%,-2
COc1ccc(N2C(=O)C(Cl)=C(Oc3cccc(OC)c3)C2=O)cc1,?,nt
Cc1csc(NC(=O)CCCc2cccs2)n1,3%,6
COc1ccc(CCn2c(SCC(=O)Nc3cc(C)on3)nc3ccccc3c2=O)cc1OC,8%,0
CCc1ccccc1N(C)S(=O)(=O)c1ccc2[nH]cc(C(=O)O)c(=O)c2c1,?,nt
O=C1C(=O)N(Cc2ccco2)C(c2cccc(Cl)c2)/C1=C(\O)c1ccc2c(c1)OCCO2 (stereo not given),1%,24
O=C(NCCCN1CCOCC1)NC1CCCCC1,?,nt
O=C(NC(Cc1c[nH]c2ccccc12)C(=O)O)c1ccc(Br)cc1 (stereo not given),19%,nt
COc1ccccc1NC(=O)CSc1nncn1-c1cccnc1,?,nt
COc1ccc(S(=O)(=O)NCc2ccncc2)cc1NC(=O)c1ccccc1C,?,nt
CCN(CC)S(=O)(=O)c1cccc(NC(=O)C2CC(=O)N(c3ccc4c(c3)OCCO4)C2)c1 (stereo not given),?,nt
COc1nc(-c2ccccc2)ccc1-c1noc(C)n1,?,nt
Cc1ccc2cc(CCNC(=O)c3ccc(S(=O)(=O)N4CCCCC4)cc3)c(=O)[nH]c2c1,21%[9.22 µM],18
Cc1nc2scc(C)n2c(=O)c1S(=O)(=O)N1CCN(c2ccccc2)CC1,i,-29
COc1ccccc1CCc1nnc(CCC(=O)N(C)Cc2cccc3cnccc23)o1,0%,2
COc1ccc(CNC(=O)CN(C)S(=O)(=O)c2ccc3c(c2)c(=O)n(C)c(=O)n3C)cc1,?,nt
O=S(=O)(c1ccc(NCCc2c[nH]c3ccccc23)nc1)N1CCOCC1,?,nt
C/C(=N\NC(=S)NCc1ccccc1)c1cccs1,i,nt
CSC1CCCCC1(O)CSc1nc2ccccc2o1 (stereo not given),28%,-15
CC(C)C(=O)N1CCc2cc(-c3csc(N)n3)ccc21,i,14
Cc1noc(C)c1C(=O)Nc1ccc(Cl)cc1C(F)(F)F,?,nt
Cc1ccccc1NC(=O)c1cccc(S(=O)(=O)Oc2ccc([N+](=O)[O-])cc2)c1,-11%,22
Nc1cc(S(=O)(=O)Nc2ccc(Br)cc2)ccc1Cl,?,nt
O=C(N/N=C/c1ccccc1O)C1CCCC1,?,nt
CCN(CC)CCCn1c(=S)[nH]c2cc(OC)c(OC)cc2c1=O,i,18
Cc1ccc(S(=O)(=O)N(C)c2ccc3ccccc3c2)cc1,i,nt
COc1cc(/C=C/c2[nH]c(=O)[nH]c(=O)c2[N+](=O)[O-])cc([N+](=O)[O-])c1O,?,nt
CCC1CCC2(CC1)NC(=O)N(CC(=O)Nc1cc(C)on1)C2=O (stereo not given),-17%,3
CCOc1ccccc1-c1cc(-c2n[nH]c(=S)n2CC)c2ccccc2n1,5%,19
O=C(CS(=O)(=O)Cc1ccccc1)N1CCN(c2ccccc2F)CC1,25%,39
CCC(=O)Nc1nnc(SCCOC)s1,i,nt
COc1cc(NC(=O)CN2C(=O)c3ccccc3Sc3ccc(C(=O)N4CCOCC4)cc32)cc(OC)c1OC,4%,13
COc1ccccc1NC(=O)/C(=C\c1cccs1)NC(=O)c1ccco1,?,nt
CCOc1ccccc1OCCCCN1CCCC1,15%,8
COc1cc(NC(=O)c2cc(C)nc3ccccc23)cc(OC)c1OC,?,nt
CCN(Cc1ccncc1)C(=O)c1ccc2c(c1)S(=O)(=O)c1ccccc1C2=O,-5%,-10
Cc1ccc(NS(=O)(=O)c2ccc3[nH]c(=O)c(=O)[nH]c3c2)cc1Cl,?,nt
C=CCn1c(C)cc(C(=O)COc2ccc(S(=O)(=O)N3CCCC3)cc2[N+](=O)[O-])c1C,?,nt
O=C(O)c1cccc2c1C(=O)c1ccc(-c3ccc(F)cc3OCc3ccccc3)cc1S2(=O)=O,?,nt
CCOC(=O)C1CCN(C(=O)COc2ccc(N(C)S(=O)(=O)c3ccc(C)cc3)cc2)CC1,?,nt
CCN(CC)c1ccc(/C=N/n2c(-c3ccccc3Br)n[nH]c2=S)cc1,?,nt
O=C(NCC1CC1)Nc1ccccc1,4%,-3
COc1cc(SC)ccc1C(=O)Nc1nc2ccccc2[nH]1,i,nt
O=C(c1ccco1)N1CCN(c2cc(=O)n(C3CCCCC3)c(=O)[nH]2)CC1,2%,-5
CC1(C)Cc2c(C#N)c(N3CCN(C(=O)c4ccccc4Cl)CC3)nc(-c3ccco3)c2CS1,?,nt
C=CCOc1cccc(C2C(C(=O)c3ccco3)=C(O)C(=O)N2CCN2CCOCC2)c1 (stereo not given),5%,5
CCNC(=O)c1sc2cc(C)ccc2c1Cl,?,nt
CCOC(=O)c1ccc(NCn2c(=O)oc3ccccc32)cc1,?,nt
O=C(Nc1ccc(Cl)cc1Cl)c1ccc(-c2ccccc2)cc1,?,nt
Cc1cc(Cl)ccc1C(=O)C1CCCN(C(=O)c2cncs2)C1 (stereo not given),17%,-13
Cc1nn(-c2ccccc2)c(C)c1/C=N/NC(=O)CSc1nc2ccccc2c(=O)n1-c1ccccc1,?,nt
CCN(CC)C(=O)c1sc2nc(N3CCOCC3)c3c(c2c1N)CCCC3,?,nt
CCOC(=O)c1sc(NN=C(C(=O)OC)C(=O)OC)c(C(=O)OCC)c1C,-16%,-2
O=C(Nc1ccccc1C(=O)NCc1ccccc1)C1=CSCCO1,?,nt

# Next section
SMILES,S3 lipid droplet,S3 lipid droplet cell count max
COc1cccc(NC(=O)C2CC(=O)N(C)C(=Nc3cccc(F)c3)S2)c1 (stereo not given),?,nt
O=S1(=O)CCO[C@H]2Cc3ccccc3[C@H]2N1Cc1ccccc1,-3%,13
COc1cccc(C(=O)NCC(c2ccc3c(c2)OCO3)N2CCN(c3ccc(F)cc3)CC2)c1 (stereo not given),?,nt
O=C(NC(=S)Nc1ccc2nc[nH]c2c1)c1ccccc1,?,nt
COc1ccc(Nc2c3c(c(C#N)c4nc5ccccc5n24)CCC3)cc1,?,nt
Cn1cccc1C(=O)OCC(=O)N1CC(=O)Nc2ccccc21,?,nt
COc1ccc(S(=O)(=O)NCC(c2cccnc2)N2CCN(c3ccccc3OC)CC2)cc1C (stereo not given),10%,-9
N#CC1=C(N)C2=CCCC[C@H]2[C@H](c2ccc(Br)cc2)C1(C#N)C#N,?,nt
Cc1ccc2nc3c(c(Nc4ccc5c(c4)OCCO5)c2c1)CCC3,?,nt
Cc1ncc(CO)c(/C=N/Nc2ccc(C(F)(F)F)cn2)c1O,?,nt
COc1ccc(CCN2C(=O)CC(NC34CC5CC(CC(C5)C3)C4)C2=O)cc1OC (stereo not given),?,nt
COc1ccccc1Oc1cc(-n2nc(C)cc2C)ncn1,?,nt
O=C1C2=C(SCCS2)C(=O)N1c1ccccc1,?,nt
CSc1ccccc1NC(=O)N1CCCC(C(=O)c2ccc3c(c2)OCO3)C1 (stereo not given),0%,11
CC(C)(C)c1nnc(NS(=O)(=O)c2cc(Cl)ccc2Cl)s1,?,nt
O=C(NC1CCCCC1)C1CCCN(S(=O)(=O)c2ccc(F)cc2)C1 (stereo not given),i,3
CN(CC(=O)Nc1ccccc1Cl)CC(=O)N1CCc2ccccc21,?,nt
NC(=O)COC(=O)C12CC3CC(CC(O)(C3)C1)C2,-7%,-15

# High-throughput results as filed in PubChem BioAssay.
